Source: PubChem (The Scripps Research Institute Molecular Screening Center)
CHO-K1 Ca PAM: nonselective activator or artifact in parental CHO-K1 calcium assay; ATP EC20, Fluo-8 calcium fluorescence; 0% at ATP EC20, 100% at ATP max; activation, % at 3 µM; 360,000 tested, 0.02% active;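 active = activation above the run cutoff, the mean activation of all test compounds plus 3 SD, cut at about 40% in these data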;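 note: peak over basal fluorescence ratio in a 140 s read after ATP addition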
CHRM5 PAM: CHRM5 positive allosteric modulation; 360,000 tested, 0.3% active; P08912; activation, % at 3 µM; CHO-K1 hM5, Fluo-8 calcium, ACh EC20 PAM; 0% = ACh EC20, 100% = ACh EC100;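 active = activation above the run cutoff, the mean activation of all test compounds plus 3 SD, cut at about 18% in these data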
Target sequence (P08912 whole entry, looked up): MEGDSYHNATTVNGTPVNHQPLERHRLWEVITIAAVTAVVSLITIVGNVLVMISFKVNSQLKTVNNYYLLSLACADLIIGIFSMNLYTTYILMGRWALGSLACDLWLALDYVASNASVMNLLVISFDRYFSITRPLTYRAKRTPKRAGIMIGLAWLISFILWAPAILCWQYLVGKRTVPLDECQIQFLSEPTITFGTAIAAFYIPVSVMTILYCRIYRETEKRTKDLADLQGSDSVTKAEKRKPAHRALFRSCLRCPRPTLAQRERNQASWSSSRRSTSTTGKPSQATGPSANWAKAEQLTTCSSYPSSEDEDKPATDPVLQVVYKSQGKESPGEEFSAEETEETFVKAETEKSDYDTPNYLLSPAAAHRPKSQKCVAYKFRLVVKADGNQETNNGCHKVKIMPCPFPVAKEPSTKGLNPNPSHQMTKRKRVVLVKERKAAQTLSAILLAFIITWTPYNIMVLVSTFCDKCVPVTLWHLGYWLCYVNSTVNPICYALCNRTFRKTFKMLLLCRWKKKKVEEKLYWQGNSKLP
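Test system: CHO-K1 hM5 cells / Doses: single-point, 3 µM nominal / Times: Post-acetylcholine fluorescence recording 140 s / Technique: Fluo-8 calcium fluorescence / Measure: Max/basal fluorescence ratio as % of EC20–EC100 ACh window / Benchmarks: low control EC20 acetylcholine (0%), high control EC100 acetylcholine (100%) / Replicates: one well per compound, no replicates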
CHRM5 agonist: CHRM5 agonism in calcium assay; activation, % at 3 µM; 360,000 tested, 0.19% active; P08912; CHO-K1 hM5 cells, Fluo-8 calcium fluorescence; 0% DMSO wells, 100% maximal acetylcholine response;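 active = activation above the run's mean over test compounds plus 3 SD, cut at about 23% in these data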;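 note: signal is peak over basal fluorescence ratio across the kinetic read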
M5 antag: CHRM5 antagonism in calcium assay. P08912. CHO-hM5 cells, Fluo-8 calcium fluorescence, ACh EC80. inhibition, % at 3 µM. 360,000 tested, 0.59% active;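 active = inhibition above a per-plate cutoff, the mean of that plate's test compounds plus 3 SD, cut at about 27% in these data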;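 note: 0% = acetylcholine EC80 with DMSO and 100% = DMSO without agonist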
CHRM4 agonist: agonists of human muscarinic M4 receptor (CHRM4). P08173. CHO-K1 hM4/Gqi5, Fluo-8 calcium fluorescence; vehicle 0%, full acetylcholine response 100%. activation, % at 3 µM. 360,000 tested, 0.14% active. AID 624127;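 active = activation above the run mean over all test wells plus 3 SD, cut at about 32% in these data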;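 note: peak over basal fluorescence ratio per well then scaled between controls; 0% = DMSO wells and 100% = acetylcholine at EC100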
Target sequence (P08173 whole entry, looked up): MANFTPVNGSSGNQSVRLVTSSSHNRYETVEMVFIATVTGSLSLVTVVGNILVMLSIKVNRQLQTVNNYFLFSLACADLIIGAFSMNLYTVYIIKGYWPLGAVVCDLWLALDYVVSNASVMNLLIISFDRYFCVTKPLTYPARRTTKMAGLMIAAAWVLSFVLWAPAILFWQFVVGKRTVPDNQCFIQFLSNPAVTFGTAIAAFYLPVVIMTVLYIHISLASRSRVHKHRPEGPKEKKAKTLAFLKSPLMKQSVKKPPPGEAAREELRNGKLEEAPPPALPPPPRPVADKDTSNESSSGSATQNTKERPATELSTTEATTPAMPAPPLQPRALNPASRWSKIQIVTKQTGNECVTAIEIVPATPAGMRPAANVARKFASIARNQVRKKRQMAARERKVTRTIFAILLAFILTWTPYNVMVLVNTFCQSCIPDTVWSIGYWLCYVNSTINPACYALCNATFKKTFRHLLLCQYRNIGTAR
CHRM4 antagonist: antagonists of human muscarinic M4 receptor (CHRM4). 360,000 tested, 0.73% active. P08173. CHO-hM4 cells, ACh EC80, Fluo-8 calcium fluorescence. inhibition, % at 3 µM;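 active = inhibition above its plate's cutoff, the mean inhibition of sample wells plus 3 SD, cut at about 27% in these data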;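 note: 0% = acetylcholine EC80 with DMSO and 100% = DMSO without agonist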
M1 ag parental: M1 agonist counterscreen hit in parental CHO-K1 cells; activation, % at 3 µM; Fluo-8 calcium fluorescence; scaled to maximal ATP response, vehicle zero; 360,000 tested, 0.48% active; in the data active = activation above about 15%;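 note: untransfected CHO-K1 host cells lacking M1 receptor as counterscreen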
CHRM4 PAM: positive allosteric modulators of human muscarinic M4 receptor. activation, % at 3 µM. P08173. CHO-K1 hM4/Gqi5, Fluo-8 calcium fluorescence, ACh EC20; 0% = ACh EC20, 100% = maximal ACh. 360,000 tested, 0.4% active;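 active = activation above its plate's cutoff, the mean activation of sample wells plus 3 SD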; note: some results filed as inactive read as strong as hits
CHO-K1 Ca antag: counter-screen for M1 antagonists: effect in parental CHO-K1 cells. ATP-induced calcium, Fluo-8 fluorescence. 360,000 tested, 0.6% active. inhibition, % at 3 µM;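 active = inhibition above a per-plate cutoff, the plate's mean sample inhibition plus 3 SD, cut at about 24% in these data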;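 note: 0% = DMSO plus EC80 ATP and 100% = DMSO alone without ATP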
Starred values were filed as active, the others as inactive. Random draw from the library; about 2.7% have a hit in one of these screens.

Each structure is followed by: CHO-K1 Ca PAM	CHRM5 PAM	CHRM5 agonist	M5 antag	CHRM4 agonist	CHRM4 antagonist	M1 ag parental	CHRM4 PAM	CHO-K1 Ca antag
CC(C)(C)c1ccc(C(=O)C2CCCN(C(=O)c3ccccn3)C2)cc1 (stereo unspecified)
→ 8	-9	5	6	16	0	14	-4	9
COC(=O)c1cc(C(=O)NC(C)C2CC3CCC2C3)cc([N+](=O)[O-])c1 (stereo unspecified)
→ 6	-6	-4	13	6	-12	0.3	-5	-11
c1cc(-c2noc(CCC3CCCC3)n2)ccn1
→ -2	2	1	8	0	4	0.3	0	7
CC(=O)Nc1ccc(C(=O)CS(=O)(=O)c2ccc(C)cc2)cc1
→ -4	-2	0	-3	1	9	0.3	-3	9
CCOc1ccc(N2CC(C(=O)Nc3nnc(SCCOC)s3)CC2=O)cc1 (stereo unspecified)
→ 4	1	-3	4	2	2	0.3	3	-20
Nc1nc(SCc2ccc(Br)cc2)n[nH]1
→ 2	1	-7	1	1	-6	1.2	-2	-17
CC1CN(S(=O)(=O)c2cc(C(=O)NCc3ccncc3)ccc2Cl)CC(C)O1 (stereo unspecified)
→ -10	-12	1	12	0	3	0.4	1	-12
CN(CC(=O)NCc1cccs1)S(=O)(=O)c1cccc2nsnc12
→ -12	-6	-8	-7	1	-1	0.7	4	-20
Fc1ccc(-c2nnc(-c3ccc(Cl)cc3)o2)cc1
→ -14	8	1	-4	-1	9	-0.4	3	17
Cc1cc(Sc2nnc(/N=C/N(C)C)s2)c2ccccc2n1
→ -2	5	1	-1	1	2	0.3	-6	-7

Further structures
Each structure is followed by: CHO-K1 Ca PAM	CHRM5 PAM	CHRM5 agonist	M5 antag	CHRM4 agonist	CHRM4 antagonist	M1 ag parental	CHRM4 PAM	CHO-K1 Ca antag
COc1ccc(C(C(=O)NC(C)(C)C)N(C(=O)CCC(=O)Nc2cc(C)on2)c2cccc(F)c2)cc1 (stereo unspecified)
→ -8	-3	-2	19	2	3	0.6	-8	-8
Cc1ccc([N+](=O)[O-])cc1NC(=O)Nc1onc(C)c1C
→ -2	-4	1	5	3	-8	0.6	9	-11
CC(C)(C)OC(=O)NCCCCCc1cn([C@@H](CO)C(=O)NCCCCCCCCCCC(=O)N2CCN(C(=O)OC(C)(C)C)CC2)nn1
→ -14	-40	1	38*	34*	69*	18*	-17	23
Cc1c(-c2ccc(Cl)cc2)[n+](=O)c(-c2ccccc2)cn1[O-]
→ 11	-8	-2	11	1	-2	1.3	-2	-4
O=P(O)(CCc1ccccc1)CN1CCCCC1
→ 16	-2	-2	3	1	-11	0.2	12	6
CCn1c(-c2csc3ccccc23)n[nH]c1=S
→ 18	0	-4	1	0	5	0.4	-3	-12
CCc1ccc(N2CC(C(=O)NC3=NCCS3)CC2=O)cc1 (stereo unspecified)
→ -1	-4	-5	-2	0	-2	-0.3	1	-10
O=C(CO/N=C1\CCCc2nonc21)Nc1ccccc1Cl
→ 10	0	-1	2	2	27*	1.1	16	-13
CCOc1ccc(S(=O)(=O)Nc2cccc(C(=O)NCC(c3ccco3)N(C)C)c2)cc1 (stereo unspecified)
→ -18	-7	-7	0	4	-20	0.0	1	11
COc1ccc(S(=O)(=O)NC(=O)C2(C)CCN2C(=O)Cc2ccc(C(C)(C)C)cc2)cc1 (stereo unspecified)
→ 12	-4	2	7	1	7	0.4	1	-7

Continuation:
Each structure is followed by: CHO-K1 Ca PAM	CHRM5 PAM	CHRM5 agonist	M5 antag	CHRM4 agonist	CHRM4 antagonist	M1 ag parental	CHRM4 PAM	CHO-K1 Ca antag
COc1ccc(C2SCC(=O)N2CCc2ccc(OC)c(OC)c2)cc1 (stereo unspecified)
→ 12	-14	-1	15	11	6	8.9	0	-3
Cn1c(=O)c2c(ncn2CC(=O)N2CCN(c3ccc([N+](=O)[O-])cc3)CC2)n(C)c1=O
→ 7	-3	0	10	3	5	0.6	-4	-7
Cc1nc(SC2CC(=O)N(c3cc(Cl)cc(Cl)c3)C2=O)nc2c1CCCC2 (stereo unspecified)
→ 13	-1	-2	-4	9	4	3.3	-9	-7
O=C(Nc1ccc(S(=O)(=O)Nc2ncccn2)cc1)c1cc([N+](=O)[O-])ccc1Cl
→ 11	-5	-3	10	0	8	0.9	-5	-3
CN(C(=O)c1cccc(NC(=O)Cc2cccc(NC(=O)C3CCN(C(=O)C4CC4)CC3)c2)c1)C1CC1
→ 9	-1	-1	-5	0	-18	0.0	2	0
COc1ccc(CCNc2ccc(C(CC(N)=O)NC(=O)c3cc(OC)ccc3OC)cc2[N+](=O)[O-])cc1 (stereo unspecified)
→ 12	-5	-2	10	3	4	0.7	-1	-8
O=c1ccc(C(F)(F)F)cn1Cc1cc(=O)n2ccsc2n1
→ -4	7	4	-6	0	-12	-0.1	-1	-1
COc1ccccc1NS(=O)(=O)c1cc(NC(=O)CCC(=O)c2cccs2)ccc1Cl
→ -4	-11	1	18	14	12	8.1	-12	-1
COc1cc(NC(=O)Cn2nnc(-c3ccccc3N)n2)cc(OC)c1
→ 14	-3	2	8	7	4	3.4	-4	-7
COc1ccc(NC(=O)CCC(=O)Nc2cc(OC)c(NC(=O)c3ccco3)cc2OC)c(OC)c1
→ 11	3	0	4	5	-13	2.1	-3	-11

A draw from above in order of heavy-atom count, low to high.
Each structure is followed by: CHO-K1 Ca PAM	CHRM5 PAM	CHRM5 agonist	M5 antag	CHRM4 agonist	CHRM4 antagonist	M1 ag parental	CHRM4 PAM	CHO-K1 Ca antag
O=c1ccc(C(F)(F)F)cn1Cc1cc(=O)n2ccsc2n1
→ -4	7	4	-6	0	-12	-0.1	-1	-1
COc1cc(NC(=O)Cn2nnc(-c3ccccc3N)n2)cc(OC)c1
→ 14	-3	2	8	7	4	3.4	-4	-7
Cc1nc(SC2CC(=O)N(c3cc(Cl)cc(Cl)c3)C2=O)nc2c1CCCC2 (stereo unspecified)
→ 13	-1	-2	-4	9	4	3.3	-9	-7
Cn1c(=O)c2c(ncn2CC(=O)N2CCN(c3ccc([N+](=O)[O-])cc3)CC2)n(C)c1=O
→ 7	-3	0	10	3	5	0.6	-4	-7
COc1ccc(NC(=O)CCC(=O)Nc2cc(OC)c(NC(=O)c3ccco3)cc2OC)c(OC)c1
→ 11	3	0	4	5	-13	2.1	-3	-11
CN(C(=O)c1cccc(NC(=O)Cc2cccc(NC(=O)C3CCN(C(=O)C4CC4)CC3)c2)c1)C1CC1
→ 9	-1	-1	-5	0	-18	0.0	2	0
COc1ccc(CCNc2ccc(C(CC(N)=O)NC(=O)c3cc(OC)ccc3OC)cc2[N+](=O)[O-])cc1 (stereo unspecified)
→ 12	-5	-2	10	3	4	0.7	-1	-8

Next records
Each structure is followed by: CHO-K1 Ca PAM	CHRM5 PAM	CHRM5 agonist	M5 antag	CHRM4 agonist	CHRM4 antagonist	M1 ag parental	CHRM4 PAM	CHO-K1 Ca antag
NC(=O)C1(NC(=O)[C@@H]2CC3(CC(c4cccc(NC(=O)[C@@H]5CCC(=O)N5)c4)=NO3)CN2C(=O)c2ccccc2)CC1 (stereo partly specified)
→ -4	7	2	5	0	-13	-0.6	11	-11
COc1cccc(C(=O)NC(=S)Nc2ccc3[nH]c(=O)[nH]c3c2)c1
→ 3	1	-4	1	-1	-4	1.6	3	-12
O=C(CN1CCCCCC1)Nc1cc([N+](=O)[O-])ccc1Cl
→ 7	0	-5	7	0	-5	-0.3	-4	4
CSc1cnn(Cc2ccccc2)c(=O)c1SCc1ccccc1
→ -7	-3	-6	1	-2	6	-0.7	-5	18
Cc1cc(N/C(=N/S(=O)(=O)c2cc(F)ccc2F)c2ccccc2)n(-c2ccccc2)n1
→ -8	-1	-2	-2	2	-3	0.4	-4	-3
O=C(NNC(=O)c1cccc(O)c1)Nc1ccc([N+](=O)[O-])cc1
→ 9	0	-1	12	1	-12	0.2	4	-3
COc1cc(Br)cc(-c2nc3c(c(=O)[nH]c(=O)n3Cc3ccccc3)n2C)c1O
→ 4	-6	3	3	6	0	0.2	1	5
CN(CCc1ccccn1)C(=O)c1cc(COc2ccc(F)cc2F)on1
→ 6	-5	-2	5	0	-5	1.2	-3	2
O=C(c1ccccc1F)N1N=C(C(F)(F)F)CC1(O)c1ccccc1 (stereo unspecified)
→ 11	-4	-2	2	1	-6	0.4	2	-15
Cc1cc(C)c(S(=O)(=O)N2CC=C(c3ccccc3)CC2)c(C)c1
→ -21	-4	-1	5	0	-2	0.1	1	6

Following part:
Each structure is followed by: CHO-K1 Ca PAM	CHRM5 PAM	CHRM5 agonist	M5 antag	CHRM4 agonist	CHRM4 antagonist	M1 ag parental	CHRM4 PAM	CHO-K1 Ca antag
Cc1ccnc(NC(=O)CCC(=O)N(CC(=O)NC(C)(C)C)Cc2ccc3c(c2)OCO3)c1
→ 1	-5	0	26	2	10	1.4	-2	-9
COc1cccc(CC2(CO)CCCN(Cc3cn[nH]c3-c3cc(C)ccc3C)C2)c1 (stereo unspecified)
→ 11	3	-6	0	3	0	0.5	3	-5
C[C@H](CO)N1C[C@H](C)[C@@H](CN(C)Cc2cccc3c2OCCCO3)OCc2cnnn2CCCC1=O
→ 22	8	2	-7	0	-8	2.4	2	-8
Cc1nn(CC(=O)N2CCc3ccccc3C2)c(C)c1[N+](=O)[O-]
→ -17	-4	-5	5	2	5	0.1	-3	4
Cc1cc(-c2ccccc2)nc2c(Br)c(=O)[nH]n12
→ 17	9	0	-1	0	11	8.3	-6	-1
Cc1ccccc1NC(=O)C1CC(=O)OC12CCOC(C)(C)C2 (stereo unspecified)
→ -12	1	1	6	1	-6	0.1	1	-5
COCCN(Cc1ccc(OC)cc1)c1c(C)nc2ccc(C(=O)NCCc3c[nH]c4ccccc34)cn12
→ 10	-11	1	18	10	-10	2.5	-4	-5
O=C(NCCCc1ccccc1)c1ccc(F)cc1
→ -8	-2	-3	8	2	-2	0.7	4	-2
CCc1ccc(/C=C2\SC(=S)N(CCCC(=O)N(CCO)c3ccccc3)C2=O)cc1
→ 23	-5	0	9	7	15	1.2	-4	-11
CC(=O)C1=NN(c2ccccc2)C(c2ccc3c(c2)OCO3)N1c1ccc(N2CCOCC2)cc1 (stereo unspecified)
→ 20	-3	-5	10	0	12	-0.1	-7	-4
Cn1cnnc1SCC(=O)NNC(=O)c1ccc([N+](=O)[O-])cc1
→ 13	6	4	8	1	-12	0.8	3	-16
Cn1c(-c2ccccc2)cnc1NCc1ccccc1
→ 9	-10	-22	-7	1	-10	-0.7	-5	-12
